Assay outcomes (PubChem BioAssay)
MITF inh: MITF inhibitors, primary screen, biochemical, AlphaScreen, human; Microphthalmia-associated transcription factor (Homo sapiens), O75030; inhibition, % at 2.6 µM; 650,000 compounds, 0.91% hits; AlphaScreen MITF homodimerization, bead proximity signal; AID 1259374, 2018; in the data active = inhibition above about 50%;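 also: 0% = vehicle wells with protein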
Target sequence (O75030 whole entry, looked up): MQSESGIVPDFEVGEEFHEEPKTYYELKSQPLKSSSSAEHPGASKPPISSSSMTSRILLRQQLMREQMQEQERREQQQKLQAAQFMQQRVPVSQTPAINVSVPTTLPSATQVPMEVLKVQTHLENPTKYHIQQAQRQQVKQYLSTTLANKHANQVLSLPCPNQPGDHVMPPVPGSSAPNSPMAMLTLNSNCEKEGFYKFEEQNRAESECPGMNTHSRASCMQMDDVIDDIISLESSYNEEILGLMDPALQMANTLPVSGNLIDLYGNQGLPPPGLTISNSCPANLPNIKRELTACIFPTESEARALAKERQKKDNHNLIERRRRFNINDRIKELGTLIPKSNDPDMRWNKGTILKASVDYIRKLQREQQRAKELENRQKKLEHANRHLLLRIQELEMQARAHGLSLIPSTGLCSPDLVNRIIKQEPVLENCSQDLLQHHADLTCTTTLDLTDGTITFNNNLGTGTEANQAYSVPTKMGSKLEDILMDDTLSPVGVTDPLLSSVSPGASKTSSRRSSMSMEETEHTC
TEAD-YAP block: TEAD-YAP interaction inhibition, primary screen, TEAD-YAP interaction inhibitor project, luminescence, HEK-TIYL cells; AID 1259422, 2018; TEAD-Gal4/YAP UAS-luciferase luminescence; 640,000 compounds, 1.4% hits; inhibition, % at 9.12 µM; in the data active = inhibition above about 32%;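 also: 0% = median of test compound wells and 100% = reference inhibitor wells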
GPR151 activ: activators of human GPR151, primary screen, cell-based, PathHunter beta-arrestin, luminescence; G-protein coupled receptor 151 (Homo sapiens), Q8TDV0; PathHunter beta-arrestin GPR151 cells; activation, % at 11.2 µM; 650,000 compounds, 1% hits; in the data active = activation above about 4.9%;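 also: 0% = median of compound wells and 100% = cells with positive control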
Target sequence (Q8TDV0 whole entry, looked up): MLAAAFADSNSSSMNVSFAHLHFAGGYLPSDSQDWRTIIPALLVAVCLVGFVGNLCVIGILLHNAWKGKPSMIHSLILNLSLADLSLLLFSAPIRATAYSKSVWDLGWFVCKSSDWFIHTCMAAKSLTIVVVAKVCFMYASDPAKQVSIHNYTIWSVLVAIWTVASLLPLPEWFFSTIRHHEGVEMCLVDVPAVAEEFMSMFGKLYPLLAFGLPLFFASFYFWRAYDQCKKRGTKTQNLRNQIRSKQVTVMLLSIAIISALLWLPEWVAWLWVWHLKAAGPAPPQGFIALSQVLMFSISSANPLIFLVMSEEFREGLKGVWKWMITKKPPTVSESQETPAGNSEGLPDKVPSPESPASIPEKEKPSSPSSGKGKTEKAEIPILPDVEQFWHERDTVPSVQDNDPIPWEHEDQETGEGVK
FBW7 act: FBW7 E3 ligase activators, primary screen, biochemical, AlphaScreen, human; F-box/WD repeat-containing protein 7 (Homo sapiens), Q969H0; AlphaScreen FBW7–phospho-cyclin E peptide binding, activator screen; normalized activity (activation), % at 26.1 µM; 650,000 compounds, 0.13% hits; AID 1259310, 2017; in the data active = normalized activity above about 1.9%;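 also: purified mutant Fbw7 with reduced substrate affinity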
The depositor's hits bear a star; . = not tested or not shown.

SMILES | MITF inh | TEAD-YAP block | GPR151 activ | FBW7 act
CS(=O)(=O)c1ccc(C(=O)NC2CCOC2=O)cc1 (stereo not given) | -4 | 0 | 0.3 | -0.1
COc1cc(C(=O)OCC(=O)NC2CCCCC2)c([N+](=O)[O-])cc1OC | 1 | 11 | -1.5 | 0.3
COc1cc(-c2nc(-c3ccccc3)c(-c3cc([N+](=O)[O-])ccc3C)[nH]2)cc2c1OCO2 | 7 | 3 | -0.2 | -0.1
O=S(=O)(c1ccccc1)c1nc(NCc2cccnc2)sc1Cl | 5 | 12 | 0.7 | -0.1
COc1ccc(Cl)cc1NC(=S)N(CCCN1CCCC(C)C1)Cc1ccco1 (stereo not given) | 4 | 4 | 1.3 | -0.1
CC1(C)Cc2c(c(-c3ccccc3)nc3oc(C(=O)c4ccc(Cl)cc4)c(N)c23)CO1 | 4 | -20 | -0.3 | 0.0
CCOC(=O)CSc1nc2c(sc(=S)n2CCc2ccccc2)c(=O)n1-c1ccc(Br)cc1 | -1 | -7 | -0.5 | 0.1
CN(C)CCN=Cc1c(O)n(-c2ccc(Cl)cc2)c(=S)[nH]c1=O | 14 | -10 | -0.1 | 0.0
O=C(Nc1nnc(SCc2ccc(F)cc2)s1)c1n[nH]c(=O)c2ccccc12 | -5 | -1 | 0.1 | 0.4
COc1ccccc1CCc1nnc(CCC(=O)NCCCn2ncc3ccccc32)o1 | -9 | -8 | -1.1 | 0.0
Cc1ccc2c(c1)N(C(=O)CCC(=O)NCc1ccccc1C)CC(C)O2 (stereo not given) | -11 | 10 | -0.4 | 0.2
O=C(NCc1cccs1)C1CCCN(S(=O)(=O)c2ccc3[nH]c(=O)ccc3c2)C1 (stereo not given) | 12 | 4 | -1.6 | 0.0
CC(C)N(CCNc1nc(NCc2cccnc2)nc2c1ncn2CCN1CCCC1=O)C(C)C | -2 | -3 | 0.6 | 0.0
CC(C)(C)N(Cc1ccccc1)C(=O)COC(=O)c1ccc(F)cc1F | 8 | 0 | -0.6 | 0.0
CC(CBr)(NS(=O)(=O)c1ccccc1)c1ccccc1 (stereo not given) | 17 | -8 | 0.8 | 0.7
CC(CC(=O)Nc1ccc(F)cc1)S(=O)(=O)c1ccc2c(c1)SCC(=O)N2 (stereo not given) | 19 | 2 | -0.2 | 0.9
CCn1c(SCC(=O)NN)nc2ccccc21 | 1 | 8 | -0.8 | 0.1
COc1ccccc1CNC(=O)COc1ccc(C(C)=O)cc1 | -4 | -16 | 0.3 | 0.1
CCc1nn(CC(=O)N2CCCC(CO)C2)c(=O)c2cc3ccsc3n12 (stereo not given) | -3 | -7 | 1.1 | -0.1
COc1ccc(C2=CC(c3ccccc3)n3nc(CCCO)nc3N2)cc1 (stereo not given) | 10 | 15 | 0.1 | 0.2
CCOc1ccc(NC(=O)CSc2nc3ccccc3c(=O)n2CCNC(C)=O)cc1 | 14 | 11 | -2.0 | 0.2
Cc1c(Cl)cccc1Nc1nc(N)nc(CSc2ncn[nH]2)n1 | 6 | 0 | -0.8 | -0.1
Cc1noc(C)c1-c1nccc(NCCc2ccc(O)cc2)n1 | 9 | 7 | -2.3 | 0.2
COCCNCc1c(C(=O)O)c(C)n(Cc2c(F)cccc2Cl)c1C | -4 | 6 | 0.4 | -0.1
CC(C)c1nccn1S(=O)(=O)c1ccc(Cl)cc1 | -2 | 4 | 0.3 | 0.0
NC(=O)c1c(NC(=O)CN2C(=O)NC3(CCc4ccccc43)C2=O)sc2c1CCC2 (stereo not given) | 1 | -6 | -0.7 | 0.0
Cc1ccc(C(=O)Nc2ccc([N+](=O)[O-])cn2)o1 | 80* | -32 | -3.6 | -0.1
N#CC1=C(N)OC2=C(C(=O)CC(c3ccccc3)C2)C1Cc1ccccc1 (stereo not given) | -2 | 1 | 2.9 | 0.0
Cc1cc(I)ccc1Nc1nc(Cl)nc(NC2CCCCC2)n1 | -11 | -5 | -0.4 | 0.1
O=C(NCc1ccco1)c1ccc2c(=O)n(CCCN3CCCC3=O)c(=S)[nH]c2c1 | -12 | -2 | 1.1 | -0.4

The last 5 compounds of the part above are carried over, then new ones follow.
SMILES | MITF inh | TEAD-YAP block | GPR151 activ | FBW7 act
NC(=O)c1c(NC(=O)CN2C(=O)NC3(CCc4ccccc43)C2=O)sc2c1CCC2 (stereo not given) | 1 | -6 | -0.7 | 0.0
Cc1ccc(C(=O)Nc2ccc([N+](=O)[O-])cn2)o1 | 80* | -32 | -3.6 | -0.1
N#CC1=C(N)OC2=C(C(=O)CC(c3ccccc3)C2)C1Cc1ccccc1 (stereo not given) | -2 | 1 | 2.9 | 0.0
Cc1cc(I)ccc1Nc1nc(Cl)nc(NC2CCCCC2)n1 | -11 | -5 | -0.4 | 0.1
O=C(NCc1ccco1)c1ccc2c(=O)n(CCCN3CCCC3=O)c(=S)[nH]c2c1 | -12 | -2 | 1.1 | -0.4
COc1ccc(CC2(CO)CCN(Cc3ccc(CO)o3)CC2)cc1 | -6 | -9 | -2.6 | 0.0
N#C/C(=C\Nc1ccc(F)cc1)c1nc(-c2cc3cc(Br)ccc3oc2=O)cs1 | -4 | 2 | -0.9 | 0.0
C[C@H]1NC(=O)[C@H]2CN(C(=O)c3ccc(C(F)(F)F)cc3)CCN2C1=O | 10 | 4 | 1.2 | 0.1
COCCn1c(SCC(=O)NC(C)C)nnc1-c1ccco1 | -13 | -9 | 2.1 | 0.0
CCCn1c(=O)c(C(N)=O)c(O)c2ccccc21 | 8 | 9 | -0.2 | 0.1
O=C(O)c1cccc(NS(=O)(=O)c2cc(Cl)ccc2Cl)c1 | 1 | 11 | -0.1 | -0.1
O=C(Nc1nnc(-c2ccco2)o1)C1COc2ccccc2O1 (stereo not given) | 3 | 7 | -6.4 | 0.0
COc1ccc2cc(CN(CC3CCCO3)S(=O)(=O)c3ccc(C)cc3)c(=O)[nH]c2c1 (stereo not given) | 9 | 0 | 0.7 | 0.2
CCOC(=O)c1cnc2ccc(OCC)cc2c1Nc1ccc(F)cc1F | -7 | -19 | 0.4 | -0.1
COc1ccc(Oc2cc([N+](=O)[O-])cc3c2C=Cc2ccccc2O3)cc1 | 13 | 9 | -0.4 | 0.1

A run of entries from further up, for reference:
SMILES | MITF inh | TEAD-YAP block | GPR151 activ | FBW7 act
CCCn1c(=O)c(C(N)=O)c(O)c2ccccc21 | 8 | 9 | -0.2 | 0.1
O=C(O)c1cccc(NS(=O)(=O)c2cc(Cl)ccc2Cl)c1 | 1 | 11 | -0.1 | -0.1
O=C(Nc1nnc(-c2ccco2)o1)C1COc2ccccc2O1 (stereo not given) | 3 | 7 | -6.4 | 0.0
COc1ccc2cc(CN(CC3CCCO3)S(=O)(=O)c3ccc(C)cc3)c(=O)[nH]c2c1 (stereo not given) | 9 | 0 | 0.7 | 0.2
CCOC(=O)c1cnc2ccc(OCC)cc2c1Nc1ccc(F)cc1F | -7 | -19 | 0.4 | -0.1
COc1ccc(Oc2cc([N+](=O)[O-])cc3c2C=Cc2ccccc2O3)cc1 | 13 | 9 | -0.4 | 0.1

Following part:
SMILES | MITF inh | TEAD-YAP block | GPR151 activ | FBW7 act
COc1cc(C(=O)OCC(=O)Nc2ccc(C#N)cc2)ccc1OCc1ccccc1 | 3 | -8 | -0.6 | -0.1
CCCCC(C(=O)Nc1ccc(OC)cc1)N1C(=O)c2ccccc2C1=O (stereo not given) | -16 | 0 | 0.8 | -0.1
CC1CCc2onc(C(=O)N3CCn4c(CO)nnc4C3)c2C1 (stereo not given) | -2 | -4 | -1.1 | 0.0
O=C(CN(C(=O)c1csnn1)c1cccc(Cl)c1)NC1CCCC1 | -5 | -10 | 1.0 | -0.1
Nc1ccc(S(=O)(=O)Nc2nccc(C(F)(F)F)n2)cc1 | 2 | 5 | 0.2 | -0.2
Cc1cc(C)cc(NC(=O)Cn2c3ccccc3c(=O)c3ccc(Cl)cc32)c1 | 5 | 2 | -0.7 | 0.2
CCc1ccc(NC(=O)c2ccc(NCc3ccc(OC)cc3)c([N+](=O)[O-])c2)cc1 | 11 | 3 | 1.2 | -0.1
Cc1cc2cc(CNS(=O)(=O)N(C)C)ccc2[nH]1 | 6 | -13 | 0.6 | 0.4
CCOC(=O)N1CCc2c(sc(NC(=O)c3ccc(S(=O)(=O)N(CCOC)CCOC)cc3)c2C(=O)OC)C1 | 4 | -5 | -1.2 | 0.2
Nc1ncnc(Nc2ccc3c(c2)OCO3)c1[N+](=O)[O-] | 10 | -3 | -2.3 | 0.0
COc1ccc(NC(=O)c2ccc(S(=O)(=O)N3CCOCC3)cc2)c([N+](=O)[O-])c1 | 2 | -5 | 1.0 | 0.0
C/C=C(\C)C(=O)N1CC[C@@H]2[C@H](CCCN2Cc2ccc(OC)c(C)c2OC)C1 | 2 | 2 | -0.7 | 0.1
Cn1nccc1Nc1nc(C(=O)NCCc2ccc(O)cc2)cs1 | -4 | 2 | 0.8 | 0.0
O=C(CSc1ccc(-c2ccc(-n3ccnc3)cc2)nn1)N1CCc2ccccc21 | -35 | -17 | -1.1 | 2.3*
CCCC(c1nnnn1C(C)(C)C)N1CCN(C2CCCC2)CC1 (stereo not given) | -3 | 2 | 0.6 | -0.1
C=C[C@@](C)(O)CCC1C(=C)CCC2[C@@](C)(CO)CCC[C@]12C (stereo not given in full) | 11 | 9 | 4.7 | 0.0
O=C(CN(c1ccc(Cl)cc1Cl)S(=O)(=O)c1ccccc1)NCCc1ccccc1 | 0 | -4 | -0.1 | 0.0
O=C1CC2CC(N1)C1CCCC21 (stereo not given) | -3 | 9 | 0.9 | 0.2
COc1cc2[nH]c(=O)n(CCC(=O)NC3CCCc4ccccc43)c(=O)c2cc1OC (stereo not given) | 7 | 6 | 0.3 | 0.1
CCOc1ccccc1N1CCN(C(=O)c2c(C)c(-c3ccc(Cl)cc3Cl)nc3ccccc23)CC1 | -1 | -6 | -0.4 | 0.0
O=C(Nc1cccc2ncccc12)c1ccc(-c2ccccc2[N+](=O)[O-])o1 | -7 | 15 | 0.5 | -0.1
Cc1ccc(C(=O)N[C@H]2C[C@H]3C(=O)N4CCC[C@@H]4C(=O)N3C2)cc1 | -1 | -3 | -0.9 | -0.1
O=C(NCc1cccs1)C1CCC(CNc2c(N3CCCCC3)c(=O)c2=O)CC1 (stereo not given) | 15 | -3 | 1.3 | -0.1
Cc1cc(F)ccc1NS(=O)(=O)c1c(C)[nH]c(=O)[nH]c1=O | 6 | 6 | 0.4 | 0.2
Nc1nnc(Sc2ccc(C(=O)N3CCCC3)cc2[N+](=O)[O-])s1 | 26 | 15 | -0.6 | 0.3
C=CCc1cccc(/C=N/NC(=O)CN2CCN(Cc3ccccc3)CC2)c1O | 0 | . | -3.0 | .
CCn1c2ccccc2c2cc(C3Nc4ccccc4NC4=C3C(=O)CC(c3ccc(OC)cc3)C4)ccc21 (stereo not given) | 7 | 5 | -1.8 | 0.9
O=C(c1ccc(F)cc1F)N1CCc2c([nH]c3ccccc23)C1 | 2 | 2 | 2.3 | -0.1
COc1ccc(CC(=O)N2CCN=C2SCc2ccc([N+](=O)[O-])cc2)cc1 | 19 | 2 | 0.0 | -0.2
COc1ccc(Nc2c(C)c(C)nc3ncnn23)c(OC)c1 | 19 | 2 | 1.1 | -0.1
COc1ccc(CN2CCC(C(=O)N3CCCC3)CC2)cc1 | 39 | 4 | 2.4 | -0.2
CN(C)CCNc1ccn2ncc(-c3cccc(O)c3)c2n1 | -27 | -1 | -0.7 | 0.0
Cc1ccc(/C=N/N2C(=O)C3C4C=CC(CC4)C3C2=O)cc1[N+](=O)[O-] (stereo not given) | -25 | 13 | 0.3 | 0.0
Cc1ccc(NC(=O)c2cc3c(ccc4ccccc43)oc2=N)cc1C | 4 | -1 | -1.2 | 0.3
CCCC(=O)Nc1cc(C)c(NC(=O)CC)cn1 | 0 | 19 | 0.9 | 0.0
CC1CCc2c(sc3ncn(CC(=O)N4CCCC4)c(=O)c23)C1 (stereo not given) | 2 | 2 | 2.3 | 0.1
COc1ccc(C2=NOC(C(=O)NCc3ccccn3)C2)cc1OC (stereo not given) | 10 | 11 | -0.2 | 1.4
CC12CCC(C(=O)N3CCOCC3)(C(Br)C1=O)C2(C)C (stereo not given) | -5 | 6 | 0.9 | 0.0
N#CC(C#N)=C(N)/C(C#N)=C/c1ccc([N+](=O)[O-])o1 | 84* | 5 | 1.1 | -0.9
CS(=O)(=O)N(Cc1ccccc1)c1ccc(C(=O)NCc2ccco2)cc1 | 16 | 15 | -0.8 | 0.0
Clc1ccc2[nH]c(-c3nc4ccc(-c5ccncc5)cc4[nH]3)cc2c1 | 19 | -35 | 0.4 | 0.1
N#CC1=C(N)N(c2sc3c(c2C#N)CCCC3)C2=C(C(=O)CCC2)C1c1ccc(F)cc1 (stereo not given) | -10 | 4 | 1.2 | -0.1
Cc1ccc(N2CCN(S(=O)(=O)N3CCCCC3)CC2)c(C)c1 | 12 | 3 | -1.1 | 0.7
CCCC1=NN2C(=N)/C(=C/c3ccc(OCc4cccc5ccccc45)c(OCC)c3)C(=O)N=C2S1 | 14 | 1 | -0.6 | 0.2
COc1ccc(C(=O)COC(=O)c2ccc(C)cc2)c(OC)c1 | -3 | 3 | 0.4 | -0.4
CC(C)n1cnc2c(Nc3ccc4c(c3)OCO4)nc(Nc3cnccn3)nc21 | -2 | -5 | -0.4 | 12*
